# Compound activity: PubChem BioAssay, National Center for Advancing Translational Sciences (NCATS)
# Epigenetic reg – epigenetic control regulation, reporter derepression. murine LDR cells, GFP reporter derepression, 30 h. Potency, µM (doses to about 53.9 µM), without a hit: at the highest dose GFP activation, most hits filed as activators. actives 0.2% (n = 280,000). AID 1865; note: % of control where 0% means no effect; nearly all actives have a fitted effect of over 60% in size
#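 Murine LDR cells bearing a silenced CMV-driven GFP reporter were exposed to compound for 30 h at 37 C. After PBS washes, GFP-positive cells (20-120 um objects) counted by laser-scanning microplate cytometry.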
# GoLoco inh red – blocks human Gai1 binding to RGS12 GoLoco peptide, red readout. P63096. Gai1:RGS12 GoLoco peptide FP, rhodamine, 10 min. Potency, µM (top dose mostly 61.6 µM), without a hit: at the highest dose activity, negative = inhibition, most hits filed as inhibitors. actives 0.44% (n = 230,000). AID 880; active = well fitted inhibition curve with a large enough effect, not every such curve was filed as active; inactive = no such curve, though single readings can be large or run the other way; note: % is set by controls: 0 for no effect and ±100 for the full control effect; nearly all actives have a fitted effect of over 30% in size; many of its hits are not listed in these tables
# Target sequence (P63096 whole entry, looked up): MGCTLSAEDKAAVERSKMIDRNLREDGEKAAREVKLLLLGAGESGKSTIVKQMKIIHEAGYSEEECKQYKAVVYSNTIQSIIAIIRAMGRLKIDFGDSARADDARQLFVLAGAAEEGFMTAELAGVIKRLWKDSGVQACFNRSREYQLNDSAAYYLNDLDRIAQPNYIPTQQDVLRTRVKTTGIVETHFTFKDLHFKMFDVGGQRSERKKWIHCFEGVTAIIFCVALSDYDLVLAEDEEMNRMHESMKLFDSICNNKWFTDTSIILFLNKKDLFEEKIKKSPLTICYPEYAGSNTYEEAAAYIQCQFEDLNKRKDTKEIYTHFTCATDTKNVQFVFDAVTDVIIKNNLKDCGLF
# SMN2 splice enh – increases expression of the SMN2 splice variant | HEK293 SMN2-luciferase splicing reporter, luminescence, 30-36 h | AID 1458 | actives 2.8% (n = 210,000) | Potency, µM (titrated, usually from 46.1 µM), inactives show at the highest dose activity change, positive = activation, actives largely listed as activators; note: % of control where 0% means no effect; nearly all actives have a fitted effect of over 55% in size
#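 qHTS luciferase splicing reporter: luminescence rises when SMN2 exon 7 is included in transfected HEK293 cells. Compound exposure lasted 30-36 h at 37C, with 4.5 mM final sodium butyrate as control, followed by a ONE-Glo read.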
# RECQ1 helicase – RECQ1 (human) helicase inhibition; Potency, µM (highest dose often 57.3 µM), without a hit: top-dose activity, negative = inhibition, hits mostly inhibitors; actives 0.54% (n = 240,000); P46063; RECQ1 DNA unwinding, red fluorescence kinetic read;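 note: plate controls were vehicle for no effect and no enzyme for full effect; nearly all actives have a fitted effect of over 30% in size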
#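 RECQ1T1 50 nM; forked duplex (20 bp + 30-nt ss tails) 200 nM, ATP 2 mM final; pH 8.0, 2 mM MgCl2, 2.5 ug/ml poly(dI-dC); 15 min compound preincubation; discontinuous kinetic read over 2 h at RT.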
# KinaseGlo FLuc – Kinase-Glo luciferase inhibition (counter-screen); Q27757; Kinase-Glo luciferase, ATP luminescence, 8 min; Potency, µM (top dose mostly 38.3 µM), for the others: at the highest dose activity change, negative = inhibition, usual class: inhibitors; actives 0.28% (n = 200,000); note: % is set by controls: 0 for no effect and ±100 for the full control effect; nearly all actives have a fitted effect of over 60% in size
#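 Light output from Kinase-Glo luciferase with luciferin and 10 uM ATP in 50 mM imidazole pH 7.2, KCl, MgCl2, Tween 20, BSA; compound pin-delivered, 8-min ambient incubation, then luminescence read.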
# NPSR antag – neuropeptide S receptor (human) antagonism, cAMP | Potency, µM (titrated, usually from 38.3 µM), without a hit: at the highest dose activity change, negative = inhibition, most hits filed as inhibitors | Q6W5P4 | actives 1% (n = 220,000) | CHO-NPSR cells, cAMP TR-FRET, antagonist mode | AID 1461; note: % is set by controls: 0 for no effect and ±100 for the full control effect; nearly all actives have a fitted effect of over 50% in size; many of its hits are not listed in these tables
# Target sequence (Q6W5P4 whole entry, looked up): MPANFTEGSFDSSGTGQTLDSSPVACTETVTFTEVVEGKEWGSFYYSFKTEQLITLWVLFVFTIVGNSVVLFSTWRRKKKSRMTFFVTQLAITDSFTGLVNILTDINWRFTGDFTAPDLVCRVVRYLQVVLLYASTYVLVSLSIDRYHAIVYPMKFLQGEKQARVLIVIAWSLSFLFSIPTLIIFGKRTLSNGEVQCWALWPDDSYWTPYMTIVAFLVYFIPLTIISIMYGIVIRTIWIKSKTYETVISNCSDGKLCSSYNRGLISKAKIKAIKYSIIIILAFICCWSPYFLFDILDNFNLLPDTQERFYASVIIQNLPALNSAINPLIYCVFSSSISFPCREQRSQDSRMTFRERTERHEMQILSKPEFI
# IMPase Li inh – cell-permeable IMPase inhibitors with lithium potentiation | Potency, µM (titrated, usually from 59.4 µM), without a hit: at the top dose activity, negative = IMPase inhibition, most hits filed as inhibitors | actives 0.35% (n = 210,000) | CHO-M1 cells, IP1 TR-FRET (IP-One), carbachol + lithium;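 note: IP1 builds up when IMPase is blocked and the TR-FRET signal falls; plate controls were basal vehicle for no effect and high inhibitor control for full effect; nearly all actives have a fitted effect of over 50% in size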
#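 CHO-M1, 2000 cells/well, 16–30 h culture; cpd + low Li+, 30 min 37C; lysis with d2-IP1/Eu-anti-IP1 Ab, 10 min RT; TR-FRET 665/620 ratio and 620 channel; AC50 via Hill.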
# KDM4E inh – blocks human JMJD2E demethylase activity | JMJD2E catalytic domain, FDH-coupled NADH fluorescence (FDH is formaldehyde dehydrogenase) | Potency, µM (titrated, usually from 57.1 µM), for the others: top-dose activity change, negative = inhibition, actives largely listed as inhibitors | actives 1.6% (n = 230,000); active = well fitted inhibition curve with a large enough effect, not every such curve was filed as active; inconclusive = small, poorly fitted or top-dose-only effect, or another doubt; inactive = no such curve, though single readings can be large or run the other way;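 note: 0% = wells with enzyme and -100% = buffer wells without enzyme; nearly all actives have a fitted effect of over 50% in size; many of its hits are not listed in these tables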
# * marks the source's active call; other numbers are inactive results; i = inactive; ? = inconclusive; / = not tested or not shown; & = joins results of further samples; [ ] = dose if it differs, or a comment. Unless noted, calls come from the whole dose curve; as a rule, active = well fitted curve in the direction sought with a large enough effect; inconclusive = small, poorly fitted or top-dose-only effect, or another doubt; inactive = no such curve, though single readings can be large; an effect the other way counts as inactive or inconclusive. Potency is the fitted concentration of half-maximal effect.
smiles,Epigenetic reg,GoLoco inh red,SMN2 splice enh,RECQ1 helicase,KinaseGlo FLuc,NPSR antag,IMPase Li inh,KDM4E inh
COC(C[C@H]1O[C@H]1[C@@H](O)COCc1ccccc1)OC,-3.0%,-13%,/,i,/,24%,/,10%
Cc1cc2nc(SCC(=O)O)nc(C)c2cc1C,0.4%,5%,-2%,-2%,-1%,-2%[46.1 µM],-28%[38.3 µM],?
COc1ccc(NC(=O)Cn2cccc2)c(OC)c1,5.9%,5%,6%,-7%,-1%,1%[46.1 µM],5%[38.3 µM],2%
O=C(COC(=O)c1cnc(Cl)c(Cl)c1)NCCC1=CCCCC1,-3.2%,7%,6%,i,2%,-9%,3%,-7%
O=C(CN1CCCC1=O)NC1C2CC3CC(C2)CC1C3 (stereo not given),-0.9%,-3%,0%,-4%,0%,10%,0%,3%
C=CCN1C(=O)c2ccc(C(=O)OCC(=O)N(C)C3CCCCC3)cc2C1=O,-1.4%,7%,10%,i,-2%,18%,4%,-5%
COCCN(C(=S)Nc1ccc(Cl)cc1OC)C1CCN(C(C)=O)CC1,-0.6%,1%,/,i,/,-16%,/,12%
NS(=O)(=O)c1ccc(Nc2nc(-c3ccc(F)cc3)cs2)cc1,8.9%,-4%,-52%[inhibitor],i,5%,-37%,14%,-9%
C=C(C)C(=O)/C=C/c1ccc(C(F)(F)F)cc1,-0.3%,0%,-3%,-2%,0%,/,12%,16%
COc1ccc(C(C)=O)cc1CSc1nc2ccccc2c(=O)n1-c1ccccc1,1.1%,-3%,-8%,-13%,0%,17%[46.1 µM],?,-4%
O=C1CC(CC(=O)N/N=C/c2ccccc2[N+](=O)[O-])=NN1,2.1%,10%,4%,-7%,0%,9%,-1%,6%
CCCOC(=O)C1[C@H]2C(=O)N(C(C)c3ccc(OC)cc3)C[C@]23C=C[C@H]1O3 (stereo not given in full),-4.5%,5%,0%,i,3%,4%[46.1 µM],3%[38.3 µM],0%

# Record cards (already shown). Order of values: Epigenetic reg	GoLoco inh red	SMN2 splice enh	RECQ1 helicase	KinaseGlo FLuc	NPSR antag	IMPase Li inh	KDM4E inh
# CCCOC(=O)C1[C@H]2C(=O)N(C(C)c3ccc(OC)cc3)C[C@]23C=C[C@H]1O3 (stereo not given in full) as listed: -4.5%	5%	0%	i	3%	4%[46.1 µM]	3%[38.3 µM]	0%
# C=CCN1C(=O)c2ccc(C(=O)OCC(=O)N(C)C3CCCCC3)cc2C1=O as listed: -1.4%	7%	10%	i	-2%	18%	4%	-5%

# The list continues:
smiles,Epigenetic reg,GoLoco inh red,SMN2 splice enh,RECQ1 helicase,KinaseGlo FLuc,NPSR antag,IMPase Li inh,KDM4E inh
COc1ccc(Oc2ncc3nc(-c4cccs4)c(=O)n(Cc4cccs4)c3n2)cc1,/,19%,0%,-12%,-2%,/,5%,/
COc1ccc(C2c3ccc4ccccc4c3Oc3ncn(CCN4CCOCC4)c(=N)c32)cc1 (stereo not given),-1.2%,1%,-9%,-5%,-5%,?,7%[38.3 µM],-4%
CCSCCC(NC1=CC(=O)CC(C)(C)C1)C(=O)O (stereo not given),-3.5%,1%,16%,-8%,8%,-7%[46.1 µM],3%,13%
CCN1C(=O)S/C(=C/c2c(OCc3ccc(C(=O)O)cc3)ccc3ccccc23)C1=O,-1.4%,31%[activator],-7%,-17%,1%,?,10%,8%
COc1cccc(-c2nn3c(-c4ccccn4)nnc3s2)c1,0.5%,20%,-12%,-12%,2%,-3%[46.1 µM],23%[38.3 µM],-22%
COc1ccc([N+](=O)[O-])cc1N(CC(=O)N(C)C)S(C)(=O)=O,-1.1%,7%,/,i,1%,-13%,-8%,-6%
COCCn1c(SCC(=O)NC(=O)NCc2ccccc2)nc2ccccc21,3.0%,2%,10%,-5%,2%,-10%[46.1 µM],43%[activator][38.3 µM],-3%
CCN(CC)c1nc(SCCOC(=O)Nc2ccccc2)nc(N(CC)CC)n1,-1.0%,9%,-46%[inhibitor],i,-1%,?,13%,-3%
Cc1ccn2cc(C(=O)Nc3ccccc3N3CCOCC3)nc2c1,3.0%,0%,-3%,i,-3%,9%[46.1 µM],-5%[38.3 µM],-1%
Nc1nonc1N/N=C/c1c(O)ccc2ccccc12,-1.2%,7%,3%,-22%,1%,-22%,-6%,-13%
COc1ccccc1NC(=O)c1cc([N+](=O)[O-])ccc1NCCN1C(=O)CCC1=O,0.1%,0%,/,-15%,-1%,14%,9%,1%
Cc1cccc(Nc2ccncc2S(=O)(=O)NC(=O)NC(C)C)c1,1.1%,1%,6%,-1%,1%,-31%,2%&3%,?

# Ten entries from above, with two lines to a compound:
# Results follow in this order: Epigenetic reg | GoLoco inh red | SMN2 splice enh | RECQ1 helicase | KinaseGlo FLuc | NPSR antag | IMPase Li inh | KDM4E inh
CCSCCC(NC1=CC(=O)CC(C)(C)C1)C(=O)O (stereo not given)
 : -3.5% | 1% | 16% | -8% | 8% | -7%[46.1 µM] | 3% | 13%
CCN1C(=O)S/C(=C/c2c(OCc3ccc(C(=O)O)cc3)ccc3ccccc23)C1=O
 : -1.4% | 31%[activator] | -7% | -17% | 1% | ? | 10% | 8%
COc1cccc(-c2nn3c(-c4ccccn4)nnc3s2)c1
 : 0.5% | 20% | -12% | -12% | 2% | -3%[46.1 µM] | 23%[38.3 µM] | -22%
COc1ccc([N+](=O)[O-])cc1N(CC(=O)N(C)C)S(C)(=O)=O
 : -1.1% | 7% | / | i | 1% | -13% | -8% | -6%
COCCn1c(SCC(=O)NC(=O)NCc2ccccc2)nc2ccccc21
 : 3.0% | 2% | 10% | -5% | 2% | -10%[46.1 µM] | 43%[activator][38.3 µM] | -3%
CCN(CC)c1nc(SCCOC(=O)Nc2ccccc2)nc(N(CC)CC)n1
 : -1.0% | 9% | -46%[inhibitor] | i | -1% | ? | 13% | -3%
Cc1ccn2cc(C(=O)Nc3ccccc3N3CCOCC3)nc2c1
 : 3.0% | 0% | -3% | i | -3% | 9%[46.1 µM] | -5%[38.3 µM] | -1%
Nc1nonc1N/N=C/c1c(O)ccc2ccccc12
 : -1.2% | 7% | 3% | -22% | 1% | -22% | -6% | -13%
COc1ccccc1NC(=O)c1cc([N+](=O)[O-])ccc1NCCN1C(=O)CCC1=O
 : 0.1% | 0% | / | -15% | -1% | 14% | 9% | 1%
Cc1cccc(Nc2ccncc2S(=O)(=O)NC(=O)NC(C)C)c1
 : 1.1% | 1% | 6% | -1% | 1% | -31% | 2%&3% | ?

# Only part of the results is shown; count on the stated rates, not on these rows.
